ERK EGF inh = blocks ERK signaling stimulated by EGF. Potency, µM (titrated, usually from 11.5 µM), without a hit: at the top dose activity change, negative = inhibition, most hits filed as inhibitors. HEK293-V1b, EGF-stimulated phospho-ERK AlphaScreen. 130,000 compounds, 0.41% hits; active = well fitted inhibition curve with a large enough effect; inconclusive = small, poorly fitted or top-dose-only effect, or effect the other way;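 note: plate controls were stimulated vehicle wells for no effect and unstimulated vehicle basal for full effect; nearly all actives have a fitted effect of over 55% in size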
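Concentration-response of compounds against EGF-driven ERK phosphorylation in V1b-expressing HEK293 cells; 30 min preincubation, 5 min EGF, AlphaScreen detection; Normalized to DMSO basal and 25 nM EGF.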
The depositor's hits bear a star; u = inconclusive; & = joins results of further samples; [ ] = dose if it differs, or a comment. Potency is the fitted concentration of half-maximal effect. This is a subset, so the mix of outcomes need not match the whole.

| mol | ERK EGF inh |
| --- | --- |
| Nc1ncnc2c1ncn2[C@@H]1O[C@H](CO)[C@@H](O)[C@H]1O | -5%&-6% |
| O=C(Nc1nnc(-c2cccs2)o1)c1ccc(S(=O)(=O)N2CCOCC2)cc1 | 5% |
| COc1ccc(Cl)cc1NC(=S)NCCc1ccc(S(N)(=O)=O)cc1 | 4% |
| Cc1c(C(=O)OCC(=O)NCC2CCCO2)cccc1[N+](=O)[O-] (centres undefined) | 1% |
| CNC(=S)N(Cc1ccc(OC)cc1)C1CC(=O)N(c2ccc(OC)cc2)C1=O (centres undefined) | -2% |
| CC(=O)OC1CCC2(C)C(=CCC3C2CCC2(C)C3C[C@@H]3O[C@]32C(C)=O)C1 (some centres undefined) | -16% |
| COC(=O)c1cc(C(=O)OC)cc(N2C(=O)CC(NNC(=O)c3ccc(C)cc3)C2=O)c1 (centres undefined) | -2% |
| O=C(CCN1CCN(C(c2ccccc2)c2ccccc2)CC1)N/N=C/c1ccc(O)cc1 | 3% |
| Nc1ccc(Oc2ccc3c(c2)OCO3)cc1 | u |
| CCCSC1=C(C#N)C(c2cccs2)C(C(=O)Nc2ccccc2)=C(C)N1 (centres undefined) | 0% |
| CC(=O)NC1C(=O)N=C(SCC(=O)Nc2c(C)cccc2C)NC1=O (centres undefined) | 0% |
| CNC(=S)NNC(=O)Cc1ccc(OC)cc1 | -2%[57.5 µM] |
| CCn1c(=O)c(=O)[nH]c2cc(C(=O)NC3CC3)ccc21 | 2% |
| CCOC(=O)CNC(=O)CSc1nc2cccnc2n1CC | -4% |
| Fc1cccc(NC(=S)NCCN2CCOCC2)c1 | 0% |
| O=C(Cn1nc(CNc2ccc(Cl)cc2)[n+]2c1CCCCC2)c1ccc(Cl)cc1 | 6% |
| CC(C)(C)c1ccc(S(=O)(=O)Nc2ccc3c(c2)COC3=O)cc1 | -10% |
| CNC(=O)CS(=O)(=O)CC(=O)Nc1cc(OCCOC)c(Cl)cc1Cl | -4%[57.5 µM] |
| O=C(c1ccc(Cl)c(S(=O)(=O)N2CCCCCC2)c1)N1CCCC1 | -6%[57.5 µM] |
| CC(=O)Nc1sc2c(c1C(c1ccccn1)N1CCN(C)CC1)CCCC2 (centres undefined) | -3% |
| C#CCOCCOCCOCCNc1nc(N2CCN(C(=O)Cn3cc(CCCN=C(N)N)nn3)CC2)nc(N2CCN(C(=O)[C@H]([C@@H](C)CC)n3cc(CCC(=O)O)nn3)CC2)n1 | -5% |
| Cc1ccc(NNC(=O)C(O)(c2cccc(C(F)(F)F)c2)c2cccc(C(F)(F)F)c2)cc1 | 0% |
| Cn1c(=O)c2c(ncn2CC(=O)OCC(=O)Nc2ccc(Cl)cc2Cl)n(C)c1=O | 8% |
| O=C(CCSCc1ccccc1)Nc1ccc2c(c1)OCCO2 | -1% |
| N#CCCN1CCN(S(=O)(=O)c2ccc(S(=O)(=O)NC3CCCCC3)cc2)CC1 | -1% |
| CC(=O)Nc1ccc(NC(C)=C(C#N)C#N)cc1 | -4% |
| O=C(NCc1ccncc1)C(=O)NCC(c1ccco1)N1CCN(c2ccccc2)CC1 (centres undefined) | -2% |
| CN1C(=O)C(CCC(N)=O)NC1=S (centres undefined) | 9%[57.5 µM] |
| NC(=O)C1=C[C@@H](C2CCCCC2)C[C@@H](OCCCCO)O1 | -14%[57.5 µM] |
| CN(C)c1oc(-c2ccc(Cl)cc2)nc1S(=O)(=O)c1ccccc1 | 5% |
| O=C(NC1CC1)c1cc(OCC(F)(F)F)ccc1OCC(F)(F)F | -10% |
| CC(=O)Nc1ccc(OCC(=O)NCc2ccc(C)cc2)cc1 | -3% |
| O=C(Nc1sc2c(c1C(=O)O)CCCCC2)c1cccs1 | 3% |
| COc1cc(CNCCO)cc(Cl)c1OCc1ccc(Cl)cc1Cl | 4% |
| COc1cc(NC(c2ccccc2)c2ccccc2)cc(OC)c1OC | u |
| Cc1csc(Nc2ccccc2)n1 | -8% |
| COc1cccc(OC)c1C(=O)NC(=S)N1CCOCC1 | -11% |
| CCOc1cc(Br)c(Br)c(C=Nc2ccc(NC(C)=O)cc2)c1O | -2% |
| CN1C=CC2=C(C#N)C(N)C(C#N)(C#N)[C@H](c3ccccc3)[C@H]2C1 (some centres undefined) | -1% |
| Cc1cc(Oc2ccc(=O)n(C)n2)nc(=S)[nH]1 | 29% |
| CCN(CC)CCn1c(=S)[nH]c2ccc(Br)cc2c1=O | 2% |
| CCOC(=O)C1=C(O)C(=O)N(c2ccc(S(N)(=O)=O)cc2)C1c1ccc([N+](=O)[O-])cc1 (centres undefined) | 7%[57.5 µM] |
| O=c1cc(CSc2n[nH]c(=O)n2C2CC2)c2ccc(O)cc2o1 | -6%[57.5 µM] |
| CCCCNC(=S)N(C)/N=C/c1sc(N2CCCCC2)nc1-c1cccs1 | u |
| COCCCNC(=O)/C(C#N)=C/c1ccc(F)cc1 | 4% |
| O=c1cc(O)c2ccccc2[nH]1 | 3% |
| CCCCC1=CC2=C(c3ccco3)C(=O)C(C)(OC(=O)c3ccc(OC)cc3)C(=O)C2=CN1CCN1CCOCC1 (centres undefined) | -5%[57.5 µM] |
| COc1cc(/C=C2\N=C(c3c(-c4ccccc4)noc3C)OC2=O)ccc1OC(C)=O | 5% |
| CCOc1ccccc1NC(=O)Nc1ccc(CC#N)cc1 | -7%[57.5 µM] |
| Cc1cccc(/C=C\c2ccccc2)n1 | -15% |
| N/C(=N\OC(=O)c1ccc(F)cc1)c1ccc(Br)cc1 | -5% |
| O=C(NCCC1=CCCCC1)c1cccc2c1C(=O)N(C1CCCCC1)C2 | 4% |
| Cc1cc(C)nc(NC(=O)c2csnn2)c1 | 0% |
| O=C(/C=C/c1ccc(Cl)c([N+](=O)[O-])c1)Nc1ccc(N2CCCC2)cc1 | 3% |
| O=c1oc2ccccc2cc1N1CCOCC1 | 13% |
| CCCn1c(SCC(=O)NCc2ccccc2Cl)n[nH]c1=O | -1% |
| C/C=C(\C)C(=O)Nc1cccc(C2=NOC3(C2)C[C@@H](C(N)=O)N(C(=O)c2cc([N+](=O)[O-])cc([N+](=O)[O-])c2C)C3)c1 (some centres undefined) | -6%[57.5 µM] |
| O=C(O)/C=C/c1coc2ccc(F)cc2c1=O | 8% |
| Cc1cccc(NC(=O)Cn2c(O)c(N=NC(=O)c3ccccc3O)c3ccccc32)c1 | 1% |
| COc1ccc(OC)c(S(=O)(=O)N(C(C)=O)c2ccc3oc(=O)sc3c2)c1 | 3% |

The list continues.
| mol | ERK EGF inh |
| --- | --- |
| Cc1ccc(N=CC2=C(O)CC(c3ccccc3Cl)CC2=O)cc1 (centres undefined) | 20µM* |
| O=C(CCOc1ccccc1)N1CCN(c2ccc(O)cc2)CC1 | -3%[57.5 µM] |
| S=c1[nH]nc(-c2ccco2)n1-c1ccc(Cl)cc1 | 2% |
| Cc1cc(C(=O)NCCN2CCN(c3cccc(Cl)c3)CC2)n(-c2ccccc2)n1 | 7% |
| CCc1ccc(C(=O)NNc2ccccc2F)cc1 | -9%[57.5 µM] |
| CS(=O)(=O)N1CCC(C(=O)N2CCN(Cc3ccccc3)CC2)CC1 | -1% |
| COc1ccc(NC(=S)NC23CN4CN(CN(C4)C2)C3)cc1 | 6% |
| CC(C(=O)O)c1ccc2c(c1)[nH]c1ccc(Cl)cc12 (centres undefined) | 1% |
| O=C(C1=C[C@H](c2ccc3c(c2)OCO3)C[C@H](OCc2ccc(CO)cc2)O1)N1CCN(Cc2ccc3c(c2)OCO3)CC1 | 1%[57.5 µM] |
| COc1ccc(CNC(NC(=O)c2ccccc2)(C(F)(F)F)C(F)(F)F)cc1 | 6% |
| COC(=O)C(Cc1ccccc1)NC(=O)C(N)CC(=O)O (centres undefined) | -11% |
| O=C(CSc1ccc(-c2ccccc2)nn1)c1ccccc1 | -1% |
| COC(=O)[C@@]1(Cc2ccc(F)cc2)[C@H]2c3cc(C(=O)N4CCCC4)n(Cc4cc(C)n(C)n4)c3C[C@H]2CN1C(=O)c1ccccc1 | -4% |
| Cn1c(=O)n(C)c2cc(NS(=O)(=O)c3cccs3)ccc21 | -8% |
| CC(C)c1nc(C#N)c(NN)o1 | -1%[57.5 µM] |

In the list so far, 3 contain bromine.
| mol | ERK EGF inh |
| --- | --- |
| CCOc1cc(Br)c(Br)c(C=Nc2ccc(NC(C)=O)cc2)c1O | -2% |
| CCN(CC)CCn1c(=S)[nH]c2ccc(Br)cc2c1=O | 2% |
| N/C(=N\OC(=O)c1ccc(F)cc1)c1ccc(Br)cc1 | -5% |

Structural class, the entries above with a COOH group.
| mol | ERK EGF inh |
| --- | --- |
| C#CCOCCOCCOCCNc1nc(N2CCN(C(=O)Cn3cc(CCCN=C(N)N)nn3)CC2)nc(N2CCN(C(=O)[C@H]([C@@H](C)CC)n3cc(CCC(=O)O)nn3)CC2)n1 | -5% |
| O=C(Nc1sc2c(c1C(=O)O)CCCCC2)c1cccs1 | 3% |
| O=C(O)/C=C/c1coc2ccc(F)cc2c1=O | 8% |
| CC(C(=O)O)c1ccc2c(c1)[nH]c1ccc(Cl)cc12 (centres undefined) | 1% |
| COC(=O)C(Cc1ccccc1)NC(=O)C(N)CC(=O)O (centres undefined) | -11% |

Next records:
| mol | ERK EGF inh |
| --- | --- |
| COc1ccc(C(=O)CSc2nnc(NC(=O)C3CC(=O)N(c4ccccc4)C3)s2)cc1 (centres undefined) | 10% |
| CCc1ccc(NC(=S)Nc2cccc3cnccc23)cc1 | -3% |
| c1ccc(Nc2ncnc3[nH]ncc23)cc1 | u |
| COC(=O)c1ccc(NC(=O)CSc2nc3cccnc3n2C)cc1 | 9% |
| COc1cc([N+](=O)[O-])ccc1NC(=S)Nc1cccc(C(=O)O)c1 | 7% |
| CNC(=O)C1=C(C)NC(=S)NC1c1cccs1 (centres undefined) | -13% |
| Cc1cc([N+](=O)[O-])ccc1N=Nc1c(N)[nH]n(-c2ccccc2)c1=O | -2% |
| CCc1cccc(CC)c1N(COC)C(=O)Cn1cnc2ccccc21 | -11%[57.5 µM] |
| COC(=O)c1cc2c(C(F)(F)F)nn(C)c2s1 | 2%[57.5 µM] |
| COc1ccc(CCNC(=O)[C@@H]2C[C@H]2c2ccccc2)cc1OC | 0% |
| O=C(NCc1ccco1)C1CC(c2ccc(Cl)c(Cl)c2)=NO1 (centres undefined) | -3% |
| Cc1cc(=O)c2cc(C(=O)c3ccccc3)ccc2[nH]1 | 0%[57.5 µM] |
| COc1ccc(C2C(C#N)=C(N)OC3=C2C(=O)CCC3)cc1OC (centres undefined) | -4% |
| O=S(=O)(Cc1ccco1)Cc1nc(-c2ccc(Cl)cc2)cs1 | -13%[57.5 µM] |
| O=C(NNc1nc(-c2ccccc2)cs1)c1ccc(F)cc1 | -2% |
| Cn1c(SCc2ccc(C(C)(C)C)cc2)nnc1C1COc2ccccc2O1 (centres undefined) | -12%[57.5 µM] |
| COCCNC(=O)CCC(=O)NNc1nc2ccccc2c2nc(C)nn12 | -4% |
| COc1ccc(C(=O)C2CCN(C(=S)Nc3ccc(F)cc3)CC2)cc1 | u |
| COC(=O)CCCC1=CC2=CC(=O)C(C)(OC(=O)c3cccs3)C(=O)C2=CN1CCc1ccccn1 (centres undefined) | 9%[57.5 µM] |
| CC1(c2nnc(-c3ccc(Cl)cc3)o2)CC(c2ccc(Cl)cc2)=NO1 (centres undefined) | 3%[57.5 µM] |
| CNC(=O)COC(=O)[C@@H](Nc1ccc(S(=O)(=O)N2CCOCC2)cc1[N+](=O)[O-])C(C)C | -2% |
| O=C(/C=C/c1ccoc1)c1ccccc1O | 0% |
| CC(C)=CCc1c(O)cc(C)oc1=O | -18% |
| CCOc1ccc(/C(O)=C2\C(=O)C(=O)N(c3ccc(OC)cc3)C2c2ccccc2[N+](=O)[O-])cc1 (centres undefined) | 1%[57.5 µM] |
| COC(=O)c1c(NC(=O)C2CC2)sc(C(=O)Nc2ccccc2)c1C | 0% |
| Cc1ccccc1OCC(=O)NCc1ccccc1 | 2% |
| NS(=O)(=O)c1ccc(NC(=O)CSc2ncn[nH]2)cc1 | 4% |
| Cc1ccc(N2CCN(C3=NC(=O)C(Cc4ccccc4)S3)CC2)cc1 (centres undefined) | 10% |
| COc1ccc([N+](=O)[O-])cc1NC(=O)CSc1nc(C)c(C)c(C)n1 | 3% |
| Cc1nn(-c2ccccc2)c(Cl)c1/C=N/NC(=O)CNC(=O)c1ccccc1Cl | -1% |
| CC(C)N(C)C(=O)c1ccc(OC2CCN(CCc3ccccc3)CC2)cc1 | -6% |
| CN=C(Cc1ccccc1)C1=C(O)CC(C)(C)CC1=O | -4% |
| Cc1c(Cl)cn2c(=O)cc(CN3CCN(c4ccc(F)cc4)CC3)nc2c1Cl | 7% |
| O=C(CNC(=S)NC(=O)c1ccccc1)c1ccccc1 | 3% |
| COc1ccc(C(=O)Nc2ccc(C(=O)NCCc3ccc(OC)c(OC)c3)cc2)cc1 | -5%[57.5 µM] |
| O=C(N/N=C/c1ccc(N2CCCCC2)o1)c1ccccc1 | 2% |
| COc1ccc(CCNC(=O)c2ccc(=O)[nH]c2)cc1 | 13% |
| COc1cccc(S(=O)(=O)Nc2cccc(C(=O)N3CCOCC3)c2)c1 | 8% |
| N#CCSc1nn(-c2ccc(F)cc2)c(=S)s1 | 2% |
| NC(N)=Nc1nc2ccc(Cl)cc2c(=O)[nH]1 | -1% |
| CN1CCN(NC(=O)c2cc(S(=O)(=O)Nc3ccc(Cl)cc3)ccc2Cl)CC1 | 15%[57.5 µM] |
| CN(Cc1cn(C)nc1-c1cccc(Cl)c1)C1CCOCC1 | -3% |
| Cn1c(-c2ccc3c(c2)OCO3)cnc1NCc1ccccc1Cl | -7% |
| O=C1CSc2ccc(C(=O)Nc3cccc(S(=O)(=O)Nc4ccc(Br)cc4)c3)cc2N1 | u |
| S=C(Nc1cccnc1)NC1CCCC1 | 1% |
| COc1ccc(NC(=O)CSc2nc(C)cc(C)n2)c([N+](=O)[O-])c1 | 2% |
| O=C1CCCC2=C1C1(CCCCC1)N=C(Nc1nc3ccccc3o1)N2 | -1% |
| O=C(c1cnc2ccc3ccccc3c2c1)c1cc(F)ccc1O | u |
| O=[N+]([O-])c1cccnc1-n1cnc2ccccc21 | 7% |
